Screening data deposited in PubChem BioAssay by several laboratories.
MCL1-BIM inh: disrupts human MCL1 binding to BIM-BH3 peptide; inhibition, % at 10.9 µM; AID 2057; Q07820; GST-MCL1 / FITC-Bim-BH3 fluorescence polarization; 320,000 tested, 0.68% active;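 active means inhibition above the mean inhibition of all tested compounds plus 3 SD, set per campaign, cut at about 40% in these data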;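 further: 0% = DMSO wells and 100% = unlabeled Bim-BH3 peptide control; higher means more loss of mP so more displacement of Bim peptide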
Target sequence (Q07820 whole entry, looked up): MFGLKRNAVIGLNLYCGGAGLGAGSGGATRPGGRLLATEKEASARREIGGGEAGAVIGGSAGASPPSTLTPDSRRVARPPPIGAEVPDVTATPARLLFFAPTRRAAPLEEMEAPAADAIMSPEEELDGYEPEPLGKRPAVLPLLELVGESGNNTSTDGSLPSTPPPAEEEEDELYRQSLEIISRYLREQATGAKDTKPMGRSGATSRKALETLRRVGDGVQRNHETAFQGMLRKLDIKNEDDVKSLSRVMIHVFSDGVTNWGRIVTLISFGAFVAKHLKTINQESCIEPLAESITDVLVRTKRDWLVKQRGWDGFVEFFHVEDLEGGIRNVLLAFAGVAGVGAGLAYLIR
Yeast superoxide: lowers age-related superoxide in aged yeast cells | S. cerevisiae aged cells, superoxide DHE fluorescence; hits give low values | superoxide response (% of plate mean), % at 10 µM | 330,000 tested, 0.18% active;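 active means superoxide response under a set limit, about three screen SD below normal, cut at about 65% in these data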;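 further: yeast aged for seven days with compound at 30 °C before DHE staining; 100% = average MFI of all compound-treated wells on the plate with controls excluded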
GLD-1 RNA inh: GLD-1-TGE RNA interaction inhibition (C. elegans); Q17339; purified GLD-1 + fluorescein TGE RNA, fluorescence polarization; inhibition, % at 5.96 µM; 320,000 tested, 0.44% active; AID 2280;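 active means percent inhibition above a per-plate cutoff, the plate mean of test compounds plus 3 SD, cut at about 30% in these data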;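 further: 0% = DMSO wells with GLD-1 and probe and 100% = wells lacking GLD-1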
CIT2 TOR yeast: alters CIT2-GFP fluorescence in TOR pathway yeast screen; 320,000 tested, 0.065% active; S. cerevisiae CIT2-GFP strain, flow cytometry, 3 h; 100 means same as DMSO wells; GFP response vs DMSO, % at 10 µM; AID 2029;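 active means GFP response relative to DMSO above a set limit, near the screen mean plus 3 SD, cut at about 150% in these data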;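 further: ratio of well median GFP fluorescence to mean of DMSO wells on the plate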
MEX-5 binding: C. elegans MEX-5 TCR-2 RNA binding activity. MEX-5/FITC-TCR2 RNA binding, fluorescence polarization; hits give low values. activity score (negative = inhibition of binding), % at 10 µM. 300,000 tested, 0.38% active;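 active means inhibition past about -25% in most replicates, and total fluorescence under double the plate's negative control median, limit read from the data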;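 further: 0% = DMSO and -100% = 5 µM competing unlabeled TCR2 RNA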
GRK2 inh: human GRK2 inhibition via aptamer displacement; P25098; bead flow cytometry, FAM-aptamer displacement from GRK2; inhibition of aptamer binding, % at 10 µM; 330,000 tested, 0.59% active; AID 488847;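 active means inhibition of aptamer binding above 40%, roughly 3 SD of noise, on plates passing a quality check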;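 further: median bead fluorescence of bound FAM aptamer so fluorescent compounds give negative values; no value below 0 was filed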
Target sequence (P25098 whole entry, looked up): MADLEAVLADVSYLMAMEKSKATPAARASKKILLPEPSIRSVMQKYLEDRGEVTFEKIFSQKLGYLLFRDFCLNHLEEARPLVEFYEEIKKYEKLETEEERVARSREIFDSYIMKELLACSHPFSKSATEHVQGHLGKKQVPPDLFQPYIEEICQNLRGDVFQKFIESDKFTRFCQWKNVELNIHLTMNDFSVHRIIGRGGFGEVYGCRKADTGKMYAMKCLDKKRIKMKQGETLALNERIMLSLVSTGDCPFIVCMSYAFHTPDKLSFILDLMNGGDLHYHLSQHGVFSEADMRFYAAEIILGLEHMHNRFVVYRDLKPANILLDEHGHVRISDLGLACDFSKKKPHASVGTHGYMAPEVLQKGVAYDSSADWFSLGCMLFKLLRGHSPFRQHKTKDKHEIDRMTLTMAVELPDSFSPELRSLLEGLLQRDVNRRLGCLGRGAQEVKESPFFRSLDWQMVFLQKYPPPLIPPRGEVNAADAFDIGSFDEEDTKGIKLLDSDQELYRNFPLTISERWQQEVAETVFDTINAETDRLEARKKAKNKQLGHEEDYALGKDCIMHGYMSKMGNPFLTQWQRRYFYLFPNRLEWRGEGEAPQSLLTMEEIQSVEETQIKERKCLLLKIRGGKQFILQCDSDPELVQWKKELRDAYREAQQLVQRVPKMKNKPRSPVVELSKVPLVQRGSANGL
AGP1-GFP MLPCN: modulators of TOR pathway AGP1-GFP in S. cerevisiae. S. cerevisiae AGP1-GFP multiplex flow cytometry, 3 h; GFP as percent of DMSO wells. GFP response vs DMSO, % at 10 µM. AID 2066. 320,000 tested, 0.02% active;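 active means GFP response relative to DMSO above a set limit, near screen average plus 3 SD, cut at about 150% in these data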;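 further: median GFP channel fluorescence of the gated AGP1 strain per well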
VLA-4 inh: inhibition in a human VLA-4 binding assay. P13612. 330,000 tested, 0.2% active. VLA-4 expressing cells, ligand binding flow cytometry. inhibition, % (about 7 µM as worked out from the volumes in the protocol); in the data active means inhibition above about 50%
Bcl-xL primary: Bcl-xL (human) inhibition; Q07817; inhibition, % at 10.9 µM; GST-Bcl-xL / FITC-Bim BH3 peptide fluorescence polarization; 320,000 tested, 0.7% active; AID 2129;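 active means inhibition above the mean of all tested compounds plus 3 SD, cutoff set per campaign, cut at about 30% in these data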;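 further: 0% = DMSO wells and 100% = unlabeled Bim-BH3 peptide competitor; inhibitors lower millipolarization by displacing the labeled peptide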
Starred values were filed as active, the others as inactive; · = no result given; [ ] = remark or other dose.

SMILES | MCL1-BIM inh | Yeast superoxide | GLD-1 RNA inh | CIT2 TOR yeast | MEX-5 binding | GRK2 inh | AGP1-GFP MLPCN | VLA-4 inh | Bcl-xL primary
CC1CN(Cc2nc3ccccc3c(=O)[nH]2)CC(C)O1 (centres undefined) | 0.8 | 93.3 | 2.8 | · | -1.6 | 1.0 | 81.8 | 5.9 | 4.7
CS(=O)(=O)N(CC(=O)N1CCCC1)c1ccc(Cl)cc1Cl | -6.2 | 106.2 | 0.4 | 107.0 | 1.0 | 0.0 | 99.6 | 8.3 | 1.2
COc1ccc(CCC(=O)NCC(=O)OCc2ccccc2)cc1 | 9.7 | 97.7 | -3.6 | 94.5 | 2.4 | 3.0 | 100.5 | 4.3 | -0.5
c1ccc2c(c1)CSc1ccccc1N2 | 8.2 | 92.5 | 6.0 | 88.3 | · | 97.0* | 98.8 | 1.6 | 9.0
COc1ccc(C(CC(=O)N2CCCCC2)c2c(O)cc(OC)cc2OC)cc1 (centres undefined) | -1.8 | · | 1.5 | · | -0.2 | · | · | · | 4.0
Cc1ccc(CSCc2ccc(C(=O)NCCCN3CCOCC3)o2)cc1 | 5.4 | 103.6 | 14.2 | 95.7 | -0.1 | 0.0 | 103.5 | 9.0 | 2.2
COc1cc(C2CC(=O)N3CN(Cc4ccco4)CSC3=C2C#N)ccc1OCc1ccccc1 (centres undefined) | 1.6 | 98.1 | -0.5 | 97.4 | -1.5 | 0.0 | 100.2 | 36.3 | 0.3
CC(c1ccccn1)N(C)C(=O)c1ccc2nc(Cc3cccc(Cl)c3)oc2c1 (centres undefined) | -6.5 | 93.3 | -5.5 | 97.8 | 1.9 | 0.0 | 103.3 | 7.0 | 4.0
CC(C)NC(=O)N(C)C[C@H]1Oc2ccc(NS(=O)(=O)c3ccc(Cl)cc3)cc2CC(=O)N([C@@H](C)CO)C[C@@H]1C | · | 89.6 | -5.4 | 105.4 | · | 0.0 | 100.9 | -2.7 | ·
CCNC(=S)NNC(=O)c1ccccn1 | 7.3 | 101.0 | -7.8 | 92.0 | -17.9 | 2.0 | 104.2 | 5.6 | 3.2
CCOC(=O)c1c(C)[nH]c(C)c1C(=O)COC(=O)/C=C/c1ccco1 | -2.6 | 95.1 | 1.8 | 97.9 | · | 0.0 | 94.5 | 11.9 | 0.2
CC1CCCCC1NC(=O)CSc1nnnn1-c1ccccc1 (centres undefined) | 1.7 | 96.5 | -4.8 | 93.0 | -2.9 | 0.0 | 97.4 | 29.3 | 3.7
O=C(Cn1c(=O)[nH]c2ccsc2c1=O)NC1CCCCCC1 | 6.3 | 108.4 | -0.7 | · | 3.7 | 3.0 | 102.5 | 5.5 | 2.9
CC(=O)NS(=O)(=O)c1ccc(NC(=O)/C=C/c2cn(-c3ccccc3)nc2-c2ccccc2)cc1 | -0.7 | 116.7 | 5.5 | 94.9 | 0.2 | 3.0 | 99.8 | 9.3 | 9.0
CC(C)n1c(C(O)c2ccccc2)nc2ccccc21 (centres undefined) | 7.4 | 96.8 | 6.0 | 110.6 | -0.3 | 0.0 | 110.4 | 11.6 | 4.9
CCOC(=O)C1CCN(Cc2ccc(Cl)c(Cl)c2)CC1 | 4.8 | 89.5 | 2.4 | 98.0 | 1.6 | 0.0 | 102.0 | -5.5 | 8.4
CCCOCn1cc(F)c(=O)[nH]c1=O | 0.2 | 101.9 | -0.4 | 100.1 | 0.3 | 4.0 | 97.3 | 1.4 | 7.8
COc1ccc(-c2oc(=O)c3cc(OC)c(OC)cc3c2/C=C/c2cccc([N+](=O)[O-])c2)cc1 | -16.4 | 81.0 | -5.2 | 102.5 | · | 4.0 | 79.0 | 0.0 | -8.4
COc1ccc(CC(=O)OCC(=O)c2c(N)n(C)c(=O)n(C)c2=O)cc1OC | -21.0 | 89.3 | -3.6 | 89.7 | · | 2.0 | 97.0 | 13.3 | -16.4
CCOc1ccc(/C(O)=C2/C(=O)C(=O)N(CCOCCO)C2c2ccccn2)cc1 (centres undefined) | -1.7 | 105.4 | 4.1 | 99.5 | -1.0 | 0.0 | 101.2 | 2.9 | 1.9
C=CCN(c1ccccc1C(=O)O)S(=O)(=O)c1ccc(NC(=O)OC)cc1 | -1.4 | 102.7 | -1.4 | 104.5 | 0.8 | 2.0 | 104.3 | 4.7 | -3.1
CC1=C(C(=O)OC(C)C)C(c2cn(-c3ccccc3)nc2-c2cccs2)NC(=O)N1 (centres undefined) | 2.7 | 109.0 | 5.1 | 101.7 | 0.5 | 0.0 | 100.2 | -2.5 | 4.9
O=c1[nH]c(C(F)(F)F)nc2ccccc12 | -2.2 | 132.9 | 1.5 | 114.6 | 2.8 | 1.0 | 103.0 | -2.7 | -1.4
CCOC(=O)c1c(-c2ccc(C)cc2)cn2ccccc12 | -14.3 | 67.8 | 8.8 | 99.9 | 1.2 | 3.0 | 106.2 | 0.7 | 4.7
O=C(CSc1nnc(Cc2ccccc2)o1)N1CCOCC1 | 8.2 | 83.6 | -0.9 | 101.7 | -3.3 | 0.0 | 105.8 | -8.2 | -0.2
O=C(N/N=C/c1ccc(Br)s1)c1c[nH]c2ccccc12 | -4.5 | 113.5 | -1.6 | 99.8 | -0.1 | 0.0 | 102.8 | 12.3 | 2.6
COc1ccc(-c2ccc(-c3noc(-c4cccs4)n3)c(OC)n2)cc1 | -26.2 | 103.1 | -8.3 | 77.9 | -4.1 | 3.0 | 86.2 | -12.7 | -9.8
O=C(NCc1ccc2c(c1)OCO2)C1CC(c2ccccc2O)=NO1 (centres undefined) | 3.8 | 97.0 | 4.0 | 101.0 | 0.9 | 0.0 | 96.0 | -7.5 | 4.0
CCn1c(Cn2nnc(-c3ccccc3)n2)nnc1SCC(=O)Nc1ccccc1 | -1.3 | 93.8 | -4.3 | 107.4 | 3.3 | 1.0 | 107.2 | -6.9 | 0.9
Cc1ccc(OCC(=O)NCc2n[nH]c(=O)c3ccccc23)cc1 | 0.2 | 112.5 | 1.8 | 90.3 | 0.9 | 0.0 | 100.3 | 4.8 | 3.9
CCOC(=O)c1cc(C)nc(N2CCCCC2)c1C#N | 2.6 | 98.1 | 7.1 | 89.2 | 0.1 | 4.0 | 98.1 | 0.2 | 3.6
CC(=O)N1c2ccc(S(=O)(=O)N3CCCC(C(=O)Nc4ccc(F)cc4)C3)cc2CC1C (centres undefined) | 10.9 | 105.4 | -0.6 | 106.8 | 0.5 | 1.0 | 97.5 | -11.3 | 73.1*
COc1ccc(NC(=O)CCCSc2nc(-c3ccco3)cc(C(F)(F)F)n2)cc1OC | -0.1 | 104.2 | 5.6 | 103.4 | 0.1 | 0.0 | 102.6 | 3.8 | -0.1
CCOC(=O)c1sc(NC(=O)c2ccc3nc[nH]c3c2)nc1C | 3.9 | 113.0 | 1.8 | 102.6 | 0.4 | 3.0 | 92.7 | -5.6 | 7.6
COc1ccc(Cn2c(O)cc(=O)[nH]c2=O)cc1 | -39.2 | 85.2 | -23.8 | 108.6 | 8.2 | 1.0 | 101.8 | 3.7 | -27.8
Cc1cc(=O)n(CNC(=O)c2ccccc2)c(=S)[nH]1 | -8.5 | 101.7 | 2.9 | 103.3 | 1.1 | 0.0 | 103.2 | 2.0 | -7.2
COc1ccc(C2CC(=O)C=C(NCc3ccc4c(c3)OCO4)C2)cc1 (centres undefined) | -1.0 | 92.7 | -4.8 | 98.6 | · | 1.0 | 116.5 | 3.5 | -1.2
Cc1ccc(S(=O)(=O)NCCC(=O)NC2CCCCCC2)cc1C | · | 112.3 | 4.2 | 101.9 | · | 2.0 | 104.3 | -1.1 | ·
COc1ccc(C(C#N)N2CCCCCC2)cc1OC (centres undefined) | 2.1 | 110.5 | -2.4 | 99.3 | 3.6 | 2.0 | 102.6 | 0.8 | -2.3
Cc1noc(C)c1CSc1nc2ccccc2[nH]1 | 1.3 | 97.5 | 3.3 | 103.4 | -0.5 | 4.0 | 100.6 | -4.8 | 4.1

Full records, looked up by structure. Values in the order: MCL1-BIM inh, Yeast superoxide, GLD-1 RNA inh, CIT2 TOR yeast, MEX-5 binding, GRK2 inh, AGP1-GFP MLPCN, VLA-4 inh, Bcl-xL primary
Entry for O=C(Cn1c(=O)[nH]c2ccsc2c1=O)NC1CCCCCC1 : 6.3, 108.4, -0.7, ·, 3.7, 3.0, 102.5, 5.5, 2.9
Entry for COc1ccc(CC(=O)OCC(=O)c2c(N)n(C)c(=O)n(C)c2=O)cc1OC : -21.0, 89.3, -3.6, 89.7, ·, 2.0, 97.0, 13.3, -16.4

Other structures:
SMILES | MCL1-BIM inh | Yeast superoxide | GLD-1 RNA inh | CIT2 TOR yeast | MEX-5 binding | GRK2 inh | AGP1-GFP MLPCN | VLA-4 inh | Bcl-xL primary
O=C(Nc1cc(-c2ccccc2)sc1C(=O)O)c1cccc(F)c1 | · | 112.4 | · | 100.6 | -0.3 | 24.0 | 74.0 | 0.7 | ·
FC(F)(F)c1nnc2ccc(NCc3cccnc3)nn12 | -5.0 | 97.8 | 0.7 | 95.4 | -2.3 | 0.0 | 102.8 | -10.4 | 2.0
Cc1cnc(C(=O)OCC(=O)NC2CCCCCC2)cn1 | -4.5 | 82.2 | 5.9 | · | -0.7 | 0.0 | 85.9 | 11.5 | 1.9
Cn1c(=O)c2c(SCC(=O)N3CCCCC3)nc(-c3ccccc3F)nc2n(C)c1=O | -3.5 | 93.0 | -7.7 | 97.2[may fluoresce red] | -3.2 | 0.0 | 96.9[may fluoresce red] | -1.8 | 2.1
COc1ccc(N2CC(C)Cn3c2nc2c3c(=O)n(CCN3CCOCC3)c(=O)n2C)cc1 (centres undefined) | 1.0 | 92.1 | -3.3 | 90.4 | 1.7 | 0.0 | 95.6 | -5.7 | 2.1
O=S(=O)(NCc1csc(-c2cccnc2)n1)c1ccc2c(c1)OCCO2 | 3.5 | 101.5 | 0.0 | 88.5 | 1.2 | 0.0 | 92.3 | -3.3 | 3.8
O=C(CNC(=O)c1ccc(Cl)cc1Cl)NCC1CCCO1 (centres undefined) | -2.9 | 89.9 | -6.3 | 100.3 | 1.0 | 2.0 | 100.3 | 7.7 | 0.5
O=C(CCc1c[nH]c2ccccc12)NCCc1ccc2c(c1)OCCO2 | 2.8 | 99.3 | 9.2 | 102.1 | -0.5 | 2.0 | 101.2 | 24.9 | 2.5
Cc1ccccc1C(=O)NC(CC(C)C)C(=O)NCC(C)(C)N1CCOCC1 (centres undefined) | · | 102.8 | -2.0 | 95.6 | · | 2.0 | 99.1 | 2.7 | ·
N#C/C(=C\c1cccc(Cl)c1)C(=O)c1ccccc1 | · | 98.5 | · | 98.6 | 0.4 | 2.0 | 98.7 | 17.5 | ·
Cc1ccc(Cn2ccc(NC(=O)c3cc(C)on3)n2)cc1 | 6.4 | 99.7 | -7.7 | 99.1 | -1.4 | 1.0 | 96.0 | 3.4 | 4.1
O=C(NCCOc1ccccc1)C(=O)c1c[nH]c2ccccc12 | -6.7 | 107.0 | -1.0 | 79.3 | -2.8 | 0.0 | 96.0 | -14.0 | -0.7
CCCNC(=O)C(Cc1cccc(C#N)c1)NC(=O)c1cccc([N+](=O)[O-])c1 (centres undefined) | -3.3 | 108.6 | 4.3 | 102.5 | · | 0.0 | 100.5 | -4.4 | -0.8
CCC(C)NC(=O)c1c(N)n(/N=C/c2cccnc2)c2nc3ccccc3nc12 (centres undefined) | 6.5 | 107.0 | 2.7 | 76.8 | -0.2 | 2.0 | 81.8 | -11.4 | 5.2
